# Screens (PubChem)
# Furin inh = human furin inhibitors, primary screen, biochemical, fluorescence intensity. purified furin, fluorogenic substrate cleavage. inhibition, % at 30 µM. 220,000 compounds, 0.061% hits; in the data active = inhibition above about 25%; note: inactives centre near -15
# TRPML3 ag = human TRPML3 channel agonists, primary screen, cell-based, HEK293 TRPML3-YFP, Fluo-8 calcium fluorescence, 3 µM; Mucolipin-3 (Homo sapiens), Q8TDD5; 100% = the carbachol control signal; activation, % at 3 µM; 220,000 compounds, 0.29% hits; AID 1448, 2008;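 active = activation above its plate's cutoff, the mean activation of the plate's test wells plus 3 SD, cut at about 12% in these data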;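 note: 0% = DMSO only wells and 100% = carbachol wells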
#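 Material: TRPML3-YFP stable HEK293 cells | Dosing: One concentration, 3 µM nominal, 0.3% DMSO | Timing: 125 s total fluorescence read per well | Technique: Fluo-8 calcium dye fluorescence, ex 470-495, em 515-575 nm | Measure: Percent activation from peak-to-basal fluorescence ratio, scaled between DMSO and carbachol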
# TbHK1 inh = Trypanosoma brucei hexokinase 1 inhibitors, primary screen, biochemical, G6PDH-coupled NADH absorbance, MLSCN library; recombinant TbHK1, G6PDH-coupled NADH A340; inhibition, % at 10 µM; 220,000 compounds, 0.11% hits; AID 1430, 2008;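 active = inhibition of 50% or more in the single-dose primary screen; inactive = inhibition below 50%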
# PPC-1+TRAIL kill = compounds killing PPC-1 cancer cells with TRAIL present, primary screen, TRAIL potentiator project, ATPLite luminescence, uHTS. 220,000 compounds, 0.41% hits. AID 1443, 2008. cell killing (% activity), % at 4 µM. PPC-1 cells + TRAIL, ATPLite viability luminescence;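 active = cell killing above 50% in the first pass at 4 µM, then a duplicate retest at 5 µM averaging 50% or more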;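 note: plate controls were cells with TRAIL plus DMSO for no effect and medium-only wells lacking cells for full effect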
# TRPN1 ag = zebrafish TRPN1 channel agonists, primary screen, cell-based, HEK293, calcium fluorescence | 220,000 compounds, 0.18% hits | activation, % at 3 µM | transient receptor potential cation channel N1 (TRPN1/NompC), Danio rerio | HEK293 zebrafish TRPN1-YFP, Fluo-8 calcium fluorescence; 100% = response to 87 µM carbachol;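 active = activation above its plate's cutoff, the mean activation of test wells on that plate plus 3 SD, cut at about 19% in these data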;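 note: 0% = DMSO alone and 100% = 87 µM carbachol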
#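 Material: zebrafish TRPN1-YFP in HEK293 cells. Doses: one dose of 3 µM, 0.3% DMSO. Incubation: dye 1 h 37 °C plus 30 min RT. Measured by: intracellular calcium fluorescence with Fluo-8.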
# EBV gp42 inh = Epstein-Barr virus gp42 inhibitors, primary screen, biochemical, uHTS, fluorescence polarization. Fluorescence polarization binding assay, mP read-out. inhibition, % (tested at 21.74 µM). 220,000 compounds, 0.42% hits; in the data active = inhibition above about 50%
# Thrombin inh = human alpha-thrombin inhibitors, primary screen, counter-screen for coagulation protease inhibitor project, biochemical, 1536-well, fluorogenic AMC substrate | Prothrombin (Homo sapiens), P00734 | Boc-VPR-AMC fluorogenic substrate cleavage | inhibition, % at 5 µM | 220,000 compounds, 0.26% hits;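 active = inhibition at or above 40%; inactive = inhibition below 40%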;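 note: 0% = enzyme with no compound and 100% = wells without enzyme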
#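 Material: human alpha-thrombin enzyme / Medium: pH 7.5 Tris (50 mM) with NaCl 150 mM, Tween 20 0.05% / Compound: single-point dosing at 5 µM, 0.2% DMSO / Incubation: enzyme reaction carried out at room temperature / Detection: AMC fluorescence, 355/460 nm / Read-out basis: percent inhibition scaled between no-compound controls and no-enzyme blanks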
# m-calpain inh = inhibitors of pig calpain II, primary screen, biochemical, fluorogenic peptide substrate, 1536-well; 220,000 compounds, 0.37% hits; inhibition, % at 16 µM; purified calpain II, 30 min; AID 1236, 2008;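 active = inhibition above about 50%, limit read from the data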
# Cl transport mod = KCC2 cotransporter modulators, thallium flux, primary screen, cell-based, HEK293 KCC2, FluoZin-2 fluorescence, MLSMR; Solute carrier family 12 member 5 (Homo sapiens), Q9H2X9; KCC2 cells, thallium flux FluoZin-2 fluorescence; B-score of Tl+ flux slope (higher = more flux/activation; lower = inhibition) at 10 µM; 190,000 compounds, 2.2% hits; AID 1456, 2008;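 active = thallium flux slope and its plate-corrected score both differing from the plate sample mean at a set confidence after two filtering rounds, in either direction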;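 note: slope of fluorescence scaled to starting intensity during 10 to 20 s after thallium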
# Target sequence (Q9H2X9 whole entry, looked up): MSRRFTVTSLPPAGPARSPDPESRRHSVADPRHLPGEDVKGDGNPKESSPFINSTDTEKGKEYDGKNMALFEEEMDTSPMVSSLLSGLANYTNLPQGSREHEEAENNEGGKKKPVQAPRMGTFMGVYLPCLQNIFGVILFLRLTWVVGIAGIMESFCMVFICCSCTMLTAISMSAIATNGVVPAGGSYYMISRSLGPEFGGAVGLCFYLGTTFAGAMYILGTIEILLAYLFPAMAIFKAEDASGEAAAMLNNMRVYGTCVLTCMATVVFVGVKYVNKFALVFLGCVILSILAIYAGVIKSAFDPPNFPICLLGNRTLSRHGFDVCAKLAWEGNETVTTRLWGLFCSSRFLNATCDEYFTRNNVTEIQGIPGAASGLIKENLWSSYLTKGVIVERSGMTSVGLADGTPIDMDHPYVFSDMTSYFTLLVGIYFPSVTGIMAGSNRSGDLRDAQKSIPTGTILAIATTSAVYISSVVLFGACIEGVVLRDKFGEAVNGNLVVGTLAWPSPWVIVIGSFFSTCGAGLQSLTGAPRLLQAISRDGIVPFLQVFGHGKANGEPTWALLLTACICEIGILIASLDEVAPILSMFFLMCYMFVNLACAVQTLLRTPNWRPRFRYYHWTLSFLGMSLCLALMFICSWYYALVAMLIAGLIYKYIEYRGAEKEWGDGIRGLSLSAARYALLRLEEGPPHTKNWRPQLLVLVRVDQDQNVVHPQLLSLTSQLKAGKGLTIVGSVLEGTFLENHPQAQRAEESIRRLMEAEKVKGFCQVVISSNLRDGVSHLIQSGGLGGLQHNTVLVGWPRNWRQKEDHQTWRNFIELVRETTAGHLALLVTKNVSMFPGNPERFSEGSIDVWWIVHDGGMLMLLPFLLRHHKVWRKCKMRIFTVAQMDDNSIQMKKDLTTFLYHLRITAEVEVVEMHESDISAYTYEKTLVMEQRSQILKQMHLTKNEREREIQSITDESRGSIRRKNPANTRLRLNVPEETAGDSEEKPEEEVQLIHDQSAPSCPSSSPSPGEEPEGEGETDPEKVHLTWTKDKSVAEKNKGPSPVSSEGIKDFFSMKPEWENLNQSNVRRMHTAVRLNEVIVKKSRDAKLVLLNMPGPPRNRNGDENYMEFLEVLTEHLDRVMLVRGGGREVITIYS
# An asterisk follows results filed as active; x = not tested or not shown; [ ] = another dose, or the depositor's remark.
# Start of the listing, in advance:
# Value order: Furin inh	TRPML3 ag	TbHK1 inh	PPC-1+TRAIL kill	TRPN1 ag	EBV gp42 inh	Thrombin inh	m-calpain inh	Cl transport mod
[1] O=C(NCc1ccco1)c1ccc(NC(=O)C2COc3ccccc3O2)cc1 (stereo not drawn)
  17[20 µM]	-0.3	10	0	-1.9	-12	3	4	-0.12
[2] O=C1CC(C(=O)Nc2ccc(F)cc2)S/C(=N\N=C\c2ccco2)N1 (stereo not drawn)
  -7	0.3	-23	5	2.0	-14	0	27	-0.48
[3] CN(C)C=C1C(=O)c2ccccc2C1=O
  -10[20 µM]	0.7	-55	9	0.1	-23	-5	7	x
[4] COc1cccc(NC(=O)C/C(C)=N/NC(=O)c2ccccc2Cl)c1
  -22	0.6	-3	-13	-0.5	-11	-6	-13	-1.1
[5] CCOC(=O)c1c(C)oc2cc(Br)c(OC(=O)N3CCOCC3)cc12
  -10	-1.2	36	12	-0.3	-22	1	7	x
[6] COCCNC(=O)c1ccccc1NC(=O)Cc1ccccc1
  -22	1.3	-4	0	0.6	-6	1	11	-0.17
[7] COC(=O)c1sc2ccccc2c1NC(=O)c1ccc(S(=O)(=O)N2CCCCC2C)cc1 (stereo not drawn)
  -11	1.1	-3	22	0.3	8	-3	-48	0.022

# Results, previewed entries included:
# Value order: Furin inh	TRPML3 ag	TbHK1 inh	PPC-1+TRAIL kill	TRPN1 ag	EBV gp42 inh	Thrombin inh	m-calpain inh	Cl transport mod
[1] O=C(NCc1ccco1)c1ccc(NC(=O)C2COc3ccccc3O2)cc1 (stereo not drawn)
  17[20 µM]	-0.3	10	0	-1.9	-12	3	4	-0.12
[2] O=C1CC(C(=O)Nc2ccc(F)cc2)S/C(=N\N=C\c2ccco2)N1 (stereo not drawn)
  -7	0.3	-23	5	2.0	-14	0	27	-0.48
[3] CN(C)C=C1C(=O)c2ccccc2C1=O
  -10[20 µM]	0.7	-55	9	0.1	-23	-5	7	x
[4] COc1cccc(NC(=O)C/C(C)=N/NC(=O)c2ccccc2Cl)c1
  -22	0.6	-3	-13	-0.5	-11	-6	-13	-1.1
[5] CCOC(=O)c1c(C)oc2cc(Br)c(OC(=O)N3CCOCC3)cc12
  -10	-1.2	36	12	-0.3	-22	1	7	x
[6] COCCNC(=O)c1ccccc1NC(=O)Cc1ccccc1
  -22	1.3	-4	0	0.6	-6	1	11	-0.17
[7] COC(=O)c1sc2ccccc2c1NC(=O)c1ccc(S(=O)(=O)N2CCCCC2C)cc1 (stereo not drawn)
  -11	1.1	-3	22	0.3	8	-3	-48	0.022
[8] CCOC(=O)C(OC(=O)c1sc(=S)n(C)c1C)C(C)=O (stereo not drawn)
  -13	-0.2	-9	12	-0.8	-8	-4	-30	-0.77
[9] Cc1ccc(-c2nnc(SCC(=O)OC(C)C)n2N)cc1
  -14[20 µM]	0.1	-1	27	-0.7	-6	-2	-8	0.0044
[10] COc1ccc(C(C(O)C(=O)c2c[nH]c3ccccc23)N2CCN(c3ccccc3)CC2)cc1 (stereo not drawn)
  -13	3.6	-8	4	4.8	8	4	-14	x
[11] CCCc1nc2ccccc2c(C(=O)OCC(=O)c2ccc3c(c2)NC(=O)CO3)c1CC
  -7[20 µM]	0.0	-6	36	-0.8	-6	-3	-75	x
[12] CC1CC(C)CN(CCCNC(=O)c2cn(C)c3ccc(S(=O)(=O)N4CCCC4)cc3c2=O)C1 (stereo not drawn)
  -14	1.2	-21	15	1.3	-9	-5	27	0.21
[13] COC(=O)c1sccc1NC(=O)COc1ccccc1Cl
  -18	0.0	-3	-4	0.7	-8	-16	4	0.64
[14] Cc1cnc(C(=O)N2CCN(c3ccc(C(F)(F)F)cn3)CC2)cn1
  -8	1.0	5	12	1.3	-6	3	20	-0.55
[15] O=C1C=C(NCc2ccco2)CC(c2ccc(Cl)cc2)C1 (stereo not drawn)
  -21[20 µM]	0.1	2	-7	-0.1	1	-19	41	-1.9

# New compounds follow
# Value order: Furin inh	TRPML3 ag	TbHK1 inh	PPC-1+TRAIL kill	TRPN1 ag	EBV gp42 inh	Thrombin inh	m-calpain inh	Cl transport mod
[16] C=C(C)C1Cc2c(C)nn(-c3ccccn3)c2C1 (stereo not drawn)
  -16[20 µM]	0.6	-5	3	0.1	-2	4	17	0.27
[17] COc1ccc2sc(SCCCS(=O)(=O)O)[n+](CCCS(=O)(=O)[O-])c2c1
  -9	1.0	-15	23	-1.0	-16	-4	30	0.25
[18] O=C(C[n+]1cccc(/C=N/O)c1)N1CCCCCC1
  -26	0.8	0	22	1.1	-2	-7	-16	-0.2
[19] CC(C)CC(=O)N1CCN(C(=O)c2cccc(F)c2)CC1
  -16	1.2	0	16	1.5	-27	3	-14	x
[20] O=C(/C=C/c1ccc2c(c1)OCO2)NCc1ccc(F)cc1
  -16	0.2	-16	0	1.1	3	-3	-32	0.024
[21] Cc1ccc(-c2nc(SCC(=O)NCC3CCCO3)c(-c3ccc(C)cc3)[nH]2)cc1 (stereo not drawn)
  -20	0.6	1	-7	-1.2	-5	0	-17	-0.027
[22] N/C(CSc1ccc(Cl)cc1)=N\NC(=O)c1ccncc1
  -11	1.2	-7	29	0.0	-11	3	-12	-1
[23] CCOC(=O)Nc1sc2c(c1C(=O)OCC)CCC2
  -13[20 µM]	0.0	-8	6	-1.4	-14	0	-16	0.44
[24] COC(=O)NCC(C)OC(=O)Nc1ccc(Cl)cc1 (stereo not drawn)
  -4	0.7	9	-3	0.5	2	-11	21	0.051
[25] O=C(/C=C\Nc1ccc2c(c1)OCO2)c1ccc(Cl)s1
  -11	0.1	-8	37	0.3	-62	-2	-5	-0.028
[26] O=C(Nc1cccc(S(=O)(=O)N2CCCCC2)c1)c1ccc(S(=O)(=O)C(F)F)cc1
  -21	2.9	4	-11	5.0	-12	-1	-12	-1.3
[27] COc1cccc(NC(=O)COc2ccccc2C(N)=O)c1
  -4[20 µM]	1.4	3	50	1.9	-11	-1	-27	x
[28] Cc1ccc(NC(=O)c2nc[nH]c2C(=O)N2CCOCC2)c(C(=O)c2ccccc2)c1
  -19	0.4	-2	x	-0.4	0	-8	-42	0.083
[29] N=C1C(c2ccccc2)=C(O)CN1c1cccc(S(N)(=O)=O)c1
  -9	0.7	-9	-1	0.0	-19	-2	-1	0.35
[30] O=C(COc1ccccc1[N+](=O)[O-])N/N=C/c1cccs1
  -17	0.9	18	17	1.0	-4	7	1	-0.49

# The closing two records of the section above lead into the next:
# Value order: Furin inh	TRPML3 ag	TbHK1 inh	PPC-1+TRAIL kill	TRPN1 ag	EBV gp42 inh	Thrombin inh	m-calpain inh	Cl transport mod
[29] N=C1C(c2ccccc2)=C(O)CN1c1cccc(S(N)(=O)=O)c1
  -9	0.7	-9	-1	0.0	-19	-2	-1	0.35
[30] O=C(COc1ccccc1[N+](=O)[O-])N/N=C/c1cccs1
  -17	0.9	18	17	1.0	-4	7	1	-0.49
[31] COc1cccc(C(=O)/C=C/Nc2cc(C)ccc2O)c1
  4[20 µM]	-0.1	-5	16	-0.9	-13	2	14	x
[32] CN1CCN(C(=S)NC(=O)c2ccc(C(C)(C)C)cc2)CC1
  -11	0.9	-3	17	1.6	4	0	-7	11*
[33] N#Cc1cn(-c2ccccc2)nc1-c1ccccc1
  -15	0.2	2	12	-0.9	-7	3	-5	0.042
[34] Cn1cnnc1SCC(=O)Nc1cc(S(=O)(=O)N2CCCCCC2)ccc1Cl
  -13	0.9	1	2	0.9	-6	-5	-6	1.3
[35] COc1ccc2c(c1)[nH]c1c(=O)n(CCCN3CCOCC3)cnc12
  -6[20 µM]	1.3	-13	22	-0.5	-4	3	17	0.0067
[36] FC(F)(F)c1cnc(-n2cc[nH]c2=S)c(Cl)c1
  -10[20 µM]	0.4	-3	-17	0.4	1	-6	-6	-0.0005
[37] CCSc1nnc(-c2ccc(C)cc2)c2ccccc12
  -7	-1.1	-8	9	-1.8	2	-15	20	-0.79
[38] O=C(O)CCCC(=O)Nc1nc(-c2ccccc2)cs1
  -16	1.0	37	26	1.1	-3	18	8	-0.98
[39] Cc1onc(-c2ccccc2Cl)c1C(=O)Nc1cccc2nsnc12
  -1[20 µM]	1.2	-1	-1	-0.6	-9	-2	-234	x
[40] O=C(NCCc1ccc(Cl)cc1)C1CCC(=O)N1C1CCCC1 (stereo not drawn)
  -3	0.4	6	20	0.3	3	0	-34	0.31
[41] CC1CCc2c(sc(NC(=O)COC(=O)c3ccc(O)cc3)c2C#N)C1 (stereo not drawn)
  -30	0.8	5	-3	2.5	-2	-4	-104	2.8
